Compound activity (PubChem)
HTR2A ag = activates the mouse 5-HT2A serotonin receptor | P35363 | CHO-K1 mHTR2A beta-arrestin complementation, luminescence; percent of 30 µM serotonin response | activation, % at 7.6 µM | actives 0.66% (n = 360,000) | AID 624169;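 active means activation above a run cutoff, the mean activation of all tested compounds plus 3 SD, cut at about 14% in these data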;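 further: 0% = plate median of compound wells and 100% = 30 µM serotonin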
Glyco luc inh = N-linked glycosylation inhibition; D54 ERlucT glycosylation luciferase reporter, 24 h; percent of 100 nM tunicamycin response; reporter increase, % at 12.5 µM; actives 0.23% (n = 360,000); AID 588692;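 active means mean luciferase reporter signal, scaled so untreated is 0 and the glycosylation-blocking control 100, at or above a set limit in every replicate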;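 further: luciferase carries N-glycosylation sites so blocking glycosylation raises the light; 0% = median of neutral control wells and 100% = median of 100 nM tunicamycin wells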
H9c2 protect = myocardial damage modulation in H9c2 cells; H9c2 cardiomyocytes, H2O2 injury protection, ATPLite, 2 h; protection from H2O2 cell death, % at 20 µM; actives 0.63% (n = 360,000); AID 588492;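 active means compounds giving at least 50% protection of heart cells from peroxide-induced death in the single-dose screen, raw or plate-pattern-corrected value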;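 further: 0% = DMSO wells with peroxide and 100% = DMSO wells without peroxide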
CaV13 ICDI inh = Primary screen for inhibitors of IQ motif and Ca2+-dependent inactivation inhibitor domain binding in CACNA1D, Förster resonance energy transfer in living cells, …. HEK cells, CFP/YFP FRET ICDI-IQ, plate reader, 10 min; percent FRET-ratio fall versus neutral wells. inhibition, % at 12.3 µM. actives 0.098% (n = 340,000). AID 743397;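 active means mean replicate inhibition of at least 30% and at least 1% of replicates passing that level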;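 further: 0% = median of the neutral control wells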
hiPSC survival = increases survival of single human iPS cells; hiPSC single-cell survival, ATPlite luminescence; 100% = ROCK inhibitor wells, 0% = DMSO; survival enhancement, % at 20 µM; actives 0.044% (n = 360,000); in the data active means survival enhancement above about 18%;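 further: cells exposed to compounds for 16 hours before the ATP read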
Vif imaging = inhibitors of HIV Vif. HEK293T cells, Vif self-association by quenched fluorescence, imaging, 24 h. AID 602346. inhibition, % at 7.49 µM. actives 0.35% (n = 340,000); in the data active means inhibition above about 50%, passing the limit was not always enough; further: some results filed as inactive read as strong as hits
Granule exo inh = lytic granule exocytosis inhibition; TALL-104 LAMP-1 surface exposure, flow cytometry; cells stimulated with thapsigargin and PMA; inhibition, % at 10 µM; actives 0.66% (n = 360,000); AID 651702;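 active means inhibition above about 55%, limit read from the data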
ABCB6 inh MLPCN = human ABCB6 transporter inhibition | fluorescence ratio to DMSO, % at 10 µM | actives 0.19% (n = 360,000) | AID 602162 | Q9NP58 | K562-ABCB6 porphyrin accumulation, flow cytometry, 1 h; active compounds read low;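 active means fluorescence ratio to DMSO below 75%, the collection mean minus 3 SD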;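 further: signal is porphyrin accumulated inside mitochondria; 100% equals median channel fluorescence of DMSO control wells; lower ratio means ABCB6 inhibition with less porphyrin fluorescence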
Target sequence (Q9NP58 whole entry, looked up): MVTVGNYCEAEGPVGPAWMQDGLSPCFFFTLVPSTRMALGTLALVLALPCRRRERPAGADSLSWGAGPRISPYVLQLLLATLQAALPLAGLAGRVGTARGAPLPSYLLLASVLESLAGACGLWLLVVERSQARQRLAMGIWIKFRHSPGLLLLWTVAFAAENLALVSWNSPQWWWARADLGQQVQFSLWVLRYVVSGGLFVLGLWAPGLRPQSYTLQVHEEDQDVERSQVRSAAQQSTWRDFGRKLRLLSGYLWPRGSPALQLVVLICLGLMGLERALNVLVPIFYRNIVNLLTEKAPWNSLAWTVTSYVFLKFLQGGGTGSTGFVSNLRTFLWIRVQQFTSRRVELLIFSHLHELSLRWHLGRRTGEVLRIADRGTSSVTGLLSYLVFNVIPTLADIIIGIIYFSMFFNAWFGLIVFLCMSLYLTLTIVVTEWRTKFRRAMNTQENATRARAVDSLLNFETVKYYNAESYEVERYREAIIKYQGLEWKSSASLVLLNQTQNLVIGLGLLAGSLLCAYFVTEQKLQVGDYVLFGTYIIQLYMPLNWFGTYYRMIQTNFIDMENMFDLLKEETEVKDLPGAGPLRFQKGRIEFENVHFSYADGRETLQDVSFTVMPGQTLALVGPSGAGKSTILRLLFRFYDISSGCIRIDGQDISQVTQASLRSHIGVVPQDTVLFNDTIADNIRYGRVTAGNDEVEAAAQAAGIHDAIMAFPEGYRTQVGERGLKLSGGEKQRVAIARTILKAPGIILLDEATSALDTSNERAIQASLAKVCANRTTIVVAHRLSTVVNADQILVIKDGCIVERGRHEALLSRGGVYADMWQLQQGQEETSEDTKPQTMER
aDG glyco up = increases alpha dystroglycan glycosylation | Pro5-aDG cells, alpha-DG glycosylation AlphaScreen (IIH6); 0% Pro5, 100% B10-LARGE cell signal | activation, % at 10 µM | actives 0.22% (n = 360,000) | AID 624168;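 active means activation of at least 8% versus controls, or a plate z-score of at least 8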;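 further: Pro5 are CHO cells carrying HIG-tagged alpha-DG that lacks glycosylation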
PDI inh = blocks human protein disulfide isomerase activity | P07237 | PDI insulin aggregation turbidity, A650, 90 min | inhibition, % at 10 µM | actives 0.052% (n = 350,000) | AID 588391;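 active means mean inhibition across replicates of 30% or more, whatever share of single replicates reach that level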;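 further: absorbance from insulin aggregation driven by PDI reduction with DTT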
An asterisk follows results filed as active; nt = not tested or not shown.

SMILES	HTR2A ag	Glyco luc inh	H9c2 protect	CaV13 ICDI inh	hiPSC survival	Vif imaging	Granule exo inh	ABCB6 inh MLPCN	aDG glyco up	PDI inh
CC(=O)n1cc([C@H]2C=C(C(=O)NCc3ccccc3)O[C@@H](OCc3ccc(CO)cc3)C2)c2ccccc21	2	-1	26	-7	-2.9	-7	15	99	-0.3	-3
C=CCn1c(SCc2ccc(Cl)cc2)nc2c1c(=O)[nH]c(=O)n2C	6	3	7	-3	2.9	-2	-5	90	0.1	-4
O=C(O)c1cc(S(=O)(=O)N2CCCc3ccccc32)ccc1Cl	-1	4	5	-5	-0.3	10	-2	107	0.0	-2
COc1ccc(C2=NOC(C(=O)Nc3c(C)n(C)n(-c4ccccc4)c3=O)C2)cc1OC (stereo unspecified)	-2	-2	11	-6	1.1	nt	-4	102	0.0	17
O=c1c2cc(-c3ccccc3)sc2ncn1-n1cccc1	-2	0	3	-5	-0.6	9	-2	83	0.2	3
Cc1cc(C)n(-c2ccc(C(=O)N3CCN(S(=O)(=O)c4ccc(OC(F)(F)F)cc4)CC3)cc2)n1	-3	-1	-3	-7	1.0	-9	11	100	0.4	-8
Cn1c2ccccc2c2cc(/C=N/NC(=O)c3cc(O)cc(O)c3)ccc21	-10	8	18	-3	-0.4	4	10	102	-0.1	-3
COCCn1c(SCC(=O)Nc2cc(C)on2)nnc1-c1c[nH]c2ccccc12	3	4	1	-11	-0.2	-2	-1	101	-0.2	nt
CCOCC(O)CS(=O)(=O)c1ccccn1 (stereo unspecified)	2	1	8	-8	-0.7	-3	-4	90	-0.1	-1
Cc1ccc(C(=O)NCc2cccc(C(F)(F)F)c2)cc1S(=O)(=O)N1CCCCC1	-2	-6	-4	-5	0.6	-4	-2	97	1.3	5
CCN(c1ccc(NS(=O)(=O)c2cc(Cl)ccc2Cl)cc1)C(C)C	-2	0	-12	-15	2.1	1	-5	99	-0.2	1
CCN(CC)S(=O)(=O)c1ccc(-c2nnc(SCC(=O)Nc3nc(C)cs3)o2)cc1	1	2	4	nt	1.3	-5	-2	97	0.0	0
c1ccc(CN2CCN(C(c3ccccc3)c3ccccc3)CC2)cc1	-6	-4	-9	-1	-0.6	13	44	99	0.0	11
COC(=O)C[N+](C)(C)CC#Cc1ccccc1	-1	-2	10	-5	3.9	-2	0	102	-0.2	-3
COC(=O)C1(C(=O)OC)C/C=C\CN(S(=O)(=O)c2ccccc2[N+](=O)[O-])CC1	1	nt	nt	-2	0.2	nt	-6	100	-0.1	nt
CC1CCCN(c2nc(NCc3ccco3)nc(N)c2[N+](=O)[O-])C1 (stereo unspecified)	-1	-2	-6	-3	2.0	-23	0	92	0.0	0
Cc1nnc(NC(=O)CCC(=O)NC2CCCCCCC2)s1	-1	1	29	-2	-0.3	2	-11	98	-0.2	1
O=C(NNC(=S)Nc1ccccc1)c1cccc(Br)c1	-3	1	-12	nt	-1.4	-9	-7	94	0.0	3
Cc1ccc(NC(=O)c2cccc(C(F)(F)F)c2)cc1NC(=O)c1[nH]cnc1C(N)=O	2	-4	9	-6	-0.1	3	3	92	-0.2	4
Cc1ccccc1-n1c(SC(C)C(=O)NCC2CCCO2)nnc1-c1ccncc1 (stereo unspecified)	15*	2	-1	-5	-0.1	2	-4	100	-0.1	-11
OC[C@H]1O[C@@H](Oc2ccc3cc(Br)ccc3c2)[C@H](O)[C@@H](O)[C@H]1O	-3	0	-5	-5	0.1	-1	6	96	0.2	-16
O=C(Cc1ccc(S(=O)(=O)N2CCOCC2)s1)Oc1ccc(F)cc1	-7	1	4	-6	-0.1	-10	4	95	-0.1	-3
CCOC(=O)C(C)n1cnc2c(nnn2-c2cccc(Cl)c2)c1=O (stereo unspecified)	3	4	-13	0	-0.6	-4	6	93	-0.3	nt
Cc1cc(C)cc(NC(=O)C2CCC(CNC(=O)[C@@H]3Cc4ccccc4CN3)CC2)c1 (stereo partly specified)	-7	1	-3	-3	-0.5	-4	5	100	0.1	8
COc1ccccc1Oc1cc(-n2nc(C)cc2C)ncn1	0	-1	-1	-6	-0.3	2	4	101	0.2	0
The listing continues:
SMILES	HTR2A ag	Glyco luc inh	H9c2 protect	CaV13 ICDI inh	hiPSC survival	Vif imaging	Granule exo inh	ABCB6 inh MLPCN	aDG glyco up	PDI inh
Cc1nn(-c2ccccc2)c(C)c1NC(=O)COC(=O)CC(C)c1ccccc1 (stereo unspecified)	6	1	-2	-5	-0.7	28	12	99	-0.3	14
CSc1ncccc1C(=O)OCC(=O)C(C)(C)C	-1	1	-2	4	-0.2	4	0	106	-0.1	-2
O=C1c2ccccc2CC1Sc1nnc(-c2ccccn2)o1 (stereo unspecified)	-3	-1	18	-8	-3.3	-1	-1	115	0.1	6
COc1ccc(C(=O)NCCNC(=O)c2ccccn2)cc1	-2	1	1	-18	0.9	12	-12	106	0.0	8
Cc1ccc(S(=O)(=O)NC2CC(C)(C)NC(C)(C)C2)c(C)c1C	11	2	10	-5	-0.1	1	0	96	-0.1	-5
Cc1ccc(CCNS(=O)(=O)c2ccc3c(c2)C(C)(C)C(=O)N3C)cc1	-5	-1	0	-2	-3.5	22	-6	102	-0.1	nt
COc1ccc(NC(=O)c2ccc3c(c2)S(=O)(=O)N=C2CCCCCN23)cc1S(N)(=O)=O	0	2	0	-7	-0.1	15	4	99	-0.1	16
Cc1nn(C(=O)c2cccc([N+](=O)[O-])c2)c(C)c1Br	-7	0	-3	-2	-1.0	-3	2	95	-0.1	7
CC(=O)NCCOc1nc(N2CCCCC2)nc(N2CCCCC2)n1	1	0	1	-5	-0.8	-3	0	99	-0.3	0
O=C(CC1C(=O)NCCN1C(=O)Nc1ccc(F)cc1)Nc1ccc(F)cc1 (stereo unspecified)	2	2	0	-21	0.4	-2	-4	97	-0.1	-2
CSCC[C@H](NC(=O)[C@H](Cc1ccccc1)n1c(=O)[nH]c2ccccc2c1=O)C(=O)NCC1CCC(C(=O)O)CC1 (stereo partly specified)	-3	2	0	nt	-2.1	-14	1	101	0.5	nt
CCN(CC)C(=O)Cn1cc(C(=O)C(=O)NCCc2ccccc2)c2ccccc21	-4	2	4	-3	0.7	-2	2	96	-0.1	3
O=C(c1cc(F)ccc1F)C1CCCN(C(=O)c2ccco2)C1 (stereo unspecified)	8	-1	16	4	6.7	-15	14	91	0.0	2
Cc1ccc(C)c(NC(=O)CN(C)C(=O)CC2OC(=O)c3ccccc32)c1 (stereo unspecified)	2	7	-2	-6	5.7	4	-12	99	-0.1	-8
COC(=O)C1=CN(c2ccc(OC)cc2OC)C(N)=C(C#N)C1c1ccccc1F (stereo unspecified)	-4	nt	nt	-7	nt	nt	-2	nt	-0.1	nt
CCC(C)(C)c1ccc(OCCCC[n+]2cccc(C)c2)c(C(C)(C)CC)c1	-4	13	-10	-4	-5.6	nt	14	99	0.1	21
NNc1nccc(Nc2ccccc2C(=O)O)n1	1	3	-2	-3	2.8	2	-1	96	-0.1	0
COc1ccc(OCC(=O)N/N=C(\C)c2ccc(-n3ccnc3)cc2)cc1	-1	-1	-2	-2	0.5	nt	-4	97	-0.1	3
Cc1ccc2[nH]cc(C(=O)CN3CCC4(CC3)OCCO4)c2c1	0	-1	-12	-4	-2.9	4	0	106	0.2	-5
Cc1ccc(C)c(-n2c(-c3csc(C)c3)n[nH]c2=S)c1	1	4	1	-4	-3.3	5	2	109	-0.5	-4
NNc1nc(Nc2ccccc2)nc(N2CCCCC2)n1	-13	-1	5	nt	5.3	3	-2	100	0.0	-5
O=c1[nH]c(=O)n(Cc2ccco2)c2c1C(C(F)(F)F)(C(F)(F)F)N=C(CCc1ccccc1)N2	3	-1	-12	-4	1.4	nt	1	97	1.1	1
CC(C)O/N=C1\C(=O)N(c2ccccc2)c2ccccc21	-4	-5	6	-6	0.7	nt	-3	101	0.1	-1
Cc1ccc(S(=O)(=O)N2CCN(C(=O)c3ccc(N4CCCC4)c([N+](=O)[O-])c3)CC2)cc1	7	nt	-5	-2	-0.4	nt	6	98	-0.2	4
CC(C)(C)c1nc2ccc([N+](=O)[O-])cc2[nH]1	10	0	6	-5	-0.5	-11	-5	94	0.2	-3
Cc1ccc(S(=O)(=O)N(CCC(=O)Nc2ccc(OC(F)(F)F)cc2)c2ccccc2)cc1	-3	0	-7	-15	2.1	-1	0	99	0.4	-6
CN(C(=O)c1ccc(NC(=O)Cc2cccc(NC(=O)C3CCCN(S(=O)(=O)c4cccc([N+](=O)[O-])c4)C3)c2)cc1)C1CC1 (stereo unspecified)	-5	0	-22	-6	-3.0	-5	-2	104	-0.3	-4
O=C(C1CCN(c2nnc(N3CCCC3=O)s2)CC1)N1CCN(c2cccc(C(F)(F)F)c2)CC1	14	-3	5	-3	1.7	-6	19	98	0.3	1
CCOc1ccccc1-n1c(=S)sc2c(=O)n(-c3ccccc3)c(=S)[nH]c21	2	-8	-7	-2	0.1	1	-4	100	-0.1	1
C/C(=N\Nc1cc(C)nc(-c2ccccc2)n1)c1cccc([N+](=O)[O-])c1	3	1	32	-1	-0.5	0	-3	91	-0.1	-6

Already shown: 10 of the compounds above.
SMILES	HTR2A ag	Glyco luc inh	H9c2 protect	CaV13 ICDI inh	hiPSC survival	Vif imaging	Granule exo inh	ABCB6 inh MLPCN	aDG glyco up	PDI inh
NNc1nc(Nc2ccccc2)nc(N2CCCCC2)n1	-13	-1	5	nt	5.3	3	-2	100	0.0	-5
O=c1[nH]c(=O)n(Cc2ccco2)c2c1C(C(F)(F)F)(C(F)(F)F)N=C(CCc1ccccc1)N2	3	-1	-12	-4	1.4	nt	1	97	1.1	1
CC(C)O/N=C1\C(=O)N(c2ccccc2)c2ccccc21	-4	-5	6	-6	0.7	nt	-3	101	0.1	-1
Cc1ccc(S(=O)(=O)N2CCN(C(=O)c3ccc(N4CCCC4)c([N+](=O)[O-])c3)CC2)cc1	7	nt	-5	-2	-0.4	nt	6	98	-0.2	4
CC(C)(C)c1nc2ccc([N+](=O)[O-])cc2[nH]1	10	0	6	-5	-0.5	-11	-5	94	0.2	-3
Cc1ccc(S(=O)(=O)N(CCC(=O)Nc2ccc(OC(F)(F)F)cc2)c2ccccc2)cc1	-3	0	-7	-15	2.1	-1	0	99	0.4	-6
CN(C(=O)c1ccc(NC(=O)Cc2cccc(NC(=O)C3CCCN(S(=O)(=O)c4cccc([N+](=O)[O-])c4)C3)c2)cc1)C1CC1 (stereo unspecified)	-5	0	-22	-6	-3.0	-5	-2	104	-0.3	-4
O=C(C1CCN(c2nnc(N3CCCC3=O)s2)CC1)N1CCN(c2cccc(C(F)(F)F)c2)CC1	14	-3	5	-3	1.7	-6	19	98	0.3	1
CCOc1ccccc1-n1c(=S)sc2c(=O)n(-c3ccccc3)c(=S)[nH]c21	2	-8	-7	-2	0.1	1	-4	100	-0.1	1
C/C(=N\Nc1cc(C)nc(-c2ccccc2)n1)c1cccc([N+](=O)[O-])c1	3	1	32	-1	-0.5	0	-3	91	-0.1	-6
